BCR signal inh: chronic active BCR signaling inhibition. ABC-DLBCL IkBa-CBG/CBR reporter, luminescence ratio, 4 h. Potency, µM (series often up to 46.1 µM), for the others: at the top dose ratio change, negative = lower green/red ratio, actives largely listed as inhibitors. hit rate 0.05% among 340,000; active = well fitted inhibition curve with a large enough effect in the signal ratio, with a control signal flat, not every such curve was filed as active; inconclusive = small, poorly fitted or top-dose-only effect, or effect the other way, or a change in a side signal; the % refers to the signal ratio;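 also: potency is read from the fitted curve at half-maximal effect; plate controls were basal doxycycline-induced cells for no effect and cells given 10 µM MG132 for full effect; MG132 reads +100%, hits lower the ratio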
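TMD8 human ABC-DLBCL cells with doxycycline-inducible IκBα–green luciferase fusion and unfused red luciferase, in 0.5% FBS medium; compounds up to 46 uM, 4 h at 37C. Green/red luminescence ratio, filter-overlap corrected, fitted to concentration-response curves.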
USP2a inh: blocks human ubiquitin-specific protease USP2a; Potency, µM (series often up to 38.3 µM), without a hit: at the top dose activity change, negative = inhibition, most hits filed as inhibitors; USP2 core, Ub-CHOP2 coupled fluorogenic reporter, 485/531; O75604; hit rate 0.01% among 330,000;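 also: potency is read from the fitted curve at half-maximal effect; plate controls were DMSO wells for no effect and full inhibition by NEM control for full effect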
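Deubiquitinase activity read as fluorescence (485/531 nm) after Ub-CHOP2 cleavage activates the enterokinase reporter on its substrate; USP2 core 10nM, Ub-CHOP2 and substrate 25nM each, 30min compound preincubation then 60min RT; data normalized to NEM, curves fitted.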
GALK inhibitor: galactokinase (human) inhibition; hit rate 0.007% among 270,000; Potency, µM (series often up to 57.5 µM), for the others: top-dose activity change, negative = inhibition, usual class: inhibitors; AID 1868; Purified GALK, Kinase-Glo residual ATP luminescence; P51570; also: potency is read from the fitted curve at half-maximal effect; % is scaled to controls: 0 for no effect and ±100 for the full control effect
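ATP-depletion format; final 35 uM ATP, 100 uM D-galactose, 5 nM enzyme; pH 8.0 HEPES/Mg2+ buffer; 60 min RT; luminescence read 10 min after detection reagent.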
hERG WT inh: inhibitors of human wildtype KCNH2 potassium channel | Q12809 | hit rate 0.37% among 340,000 | activity change, % at 1.84 µM | U2OS, BacMam KCNH2, thallium flux FluxOr; hits give low values;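 active = maximum activity change below -70%; inconclusive = maximum activity change between -70% and -50%; inactive = maximum activity change above -50%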; also: % is scaled to controls: 0 for no effect and ±100 for the full control effect
Target sequence (Q12809 whole entry, looked up): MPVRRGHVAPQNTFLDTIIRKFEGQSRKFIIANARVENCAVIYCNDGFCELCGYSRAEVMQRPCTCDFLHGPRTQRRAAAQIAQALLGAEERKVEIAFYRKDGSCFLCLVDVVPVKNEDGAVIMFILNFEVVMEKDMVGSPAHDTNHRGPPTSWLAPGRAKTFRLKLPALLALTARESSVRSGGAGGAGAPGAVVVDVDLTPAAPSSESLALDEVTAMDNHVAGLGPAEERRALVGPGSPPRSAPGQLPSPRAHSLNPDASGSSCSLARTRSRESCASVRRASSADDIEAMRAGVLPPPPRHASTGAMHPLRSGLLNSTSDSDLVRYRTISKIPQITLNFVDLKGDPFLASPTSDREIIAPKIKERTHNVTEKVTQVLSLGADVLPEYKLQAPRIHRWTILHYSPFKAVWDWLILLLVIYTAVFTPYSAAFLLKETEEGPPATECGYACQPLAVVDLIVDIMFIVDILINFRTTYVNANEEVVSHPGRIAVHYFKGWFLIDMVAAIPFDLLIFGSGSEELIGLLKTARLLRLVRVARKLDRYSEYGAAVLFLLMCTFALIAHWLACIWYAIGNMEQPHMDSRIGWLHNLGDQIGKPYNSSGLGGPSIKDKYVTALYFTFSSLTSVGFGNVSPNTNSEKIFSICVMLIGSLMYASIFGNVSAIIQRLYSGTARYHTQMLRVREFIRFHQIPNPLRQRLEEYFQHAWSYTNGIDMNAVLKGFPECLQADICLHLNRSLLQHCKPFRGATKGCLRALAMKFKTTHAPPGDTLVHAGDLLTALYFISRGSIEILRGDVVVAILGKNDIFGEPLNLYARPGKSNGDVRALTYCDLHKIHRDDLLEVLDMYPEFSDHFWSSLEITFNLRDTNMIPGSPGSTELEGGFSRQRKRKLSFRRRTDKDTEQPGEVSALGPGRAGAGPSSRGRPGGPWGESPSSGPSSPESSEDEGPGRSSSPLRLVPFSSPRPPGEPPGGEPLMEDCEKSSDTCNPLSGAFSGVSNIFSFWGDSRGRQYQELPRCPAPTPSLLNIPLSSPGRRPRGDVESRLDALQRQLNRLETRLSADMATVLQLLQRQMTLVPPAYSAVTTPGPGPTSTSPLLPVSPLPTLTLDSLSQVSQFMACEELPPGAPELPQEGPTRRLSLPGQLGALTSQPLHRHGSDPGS
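U2OS cells were transduced with wild-type KCNH2 virus (2.03 x 10^8 / mL) for 4 h at room temperature, then cultured overnight at 37 C. Thallium flux was read with FluxOr dye. Rate constants were normalized to DMSO controls.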
TSHR antagonist: human thyrotropin receptor antagonism. P16473. TSHR-expressing cells, TSH-stimulated cAMP HTRF, 2 h; hits give low values. activity change, negative = inhibition, % at 11.5 µM. hit rate 0.2% among 330,000;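 active = activity change below a set negative limit, meaning inhibition stronger than a set level, cut at about -70% in these data; inconclusive = activity change between two set negative limits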; also: % is scaled to controls: 0 for no effect and ±100 for the full control effect
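Inhibition of cAMP made by TSHR-expressing cells under TSH stimulation (4nM final, EC80; 2 h, 37 deg C) is quantified with a one-step lysis HTRF kit, anti-cAMP cryptate versus cAMP-d2.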
ASM inhibitor: human S-ASM enzyme inhibition | P17405 | placental ASM, HMU-PC fluorogenic substrate, 60 min | Potency, µM (series often up to 57.5 µM), inactives show at the top dose activity change, negative = inhibition, usual class: inhibitors | hit rate 0.006% among 340,000 | AID 504937; also: potency is read from the fitted curve at half-maximal effect
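qHTS format. ASM enzyme prepared from human placenta hydrolyses the fluorogenic substrate HMU-PC0 (9 uM final) over 60 min at 37 °C after a 10 min compound preincubation.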
MBNL1-CUG inh: MBNL1-poly(CUG) RNA binding inhibition | Q9NR56 | TR-FRET MBNL1-His/biotin-(CUG)12 binding, 665/545 ratio | Potency, µM (doses to about 57.5 µM), inactives show top-dose activity change, negative = inhibition, usual class: inhibitors | hit rate 0.036% among 280,000 | AID 2675; active = well fitted inhibition curve with a large enough effect in the signal ratio, with a control signal flat, not every such curve was filed as active; inconclusive = small, poorly fitted or top-dose-only effect, or effect the other way, or a change in a side signal; inactive = no such curve, though single readings can be large or run the other way; the % refers to the signal ratio; also: potency is read from the fitted curve at half-maximal effect; % is scaled to controls: 0 for no effect and ±100 for the full control effect
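His-tagged MBNL1 binding to biotinylated (CUG)12 RNA was measured by TR-FRET using terbium anti-His antibody (0.055 ng/ul final) and streptavidin-XL665 (5 nM final). Compounds were titrated 92 nM to 58 uM; 60 min at room temperature.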
Eya2 inh: Eya2 (human) phosphatase inhibition; hit rate 0.006% among 330,000; Potency, µM (series often up to 76.9 µM), inactives show at the highest dose activity, negative = inhibition, usual class: inhibitors; recombinant Eya2, OMFP fluorescence dephosphorylation (OMFP is methylfluorescein phosphate); also: potency is read from the fitted curve at half-maximal effect; % is scaled to controls: 0 for no effect and ±100 for the full control effect
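Eya2 protein (added as 0.2 uM solution) was preincubated with compound for 10 min at ambient temperature in 50 mM HEPES pH 7.5, 50 mM NaCl, 5 uM MgCl2, 0.05% BSA, 1 mM DTT. OMFP (added at 50 uM) then reacted 10 min; fluorescence read at 485/525 nm.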
Mito fusion act: mitochondrial division inhibition or fusion activation. S. cerevisiae fusion-defective mutant growth rescue, CellTiterGlo 48 h. Potency, µM (highest dose often 46.1 µM), for inactives: top-dose growth rescue (activation), usual class: activators. hit rate 0.23% among 320,000;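 also: potency is read from the fitted curve at half-maximal effect; % of control where 0% means no effect; nearly all actives have a fitted effect of over 45% in size; temperature-sensitive fusion mutants such as fzo1-1 at 37 °C on non-fermentable ethanol glycerol medium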
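S. cerevisiae fusion-defective temperature-sensitive mutants (e.g. fzo1-1, mgm1-5) grown 48 h at 37C in YPEG (ethanol/glycerol non-fermentable) medium with 23 nl compound per well; growth rescue read as CellTiterGlo luminescence.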
PKM2 act: activators of human pyruvate kinase M2. P14618. purified PKM2, Kinase-Glo ATP luminescence, activation; response scale: 0% is enzyme alone, no compound. Potency, µM (top dose mostly 57.5 µM), for inactives: top-dose activation, usual class: activators. hit rate 0.34% among 260,000; also: potency is read from the fitted curve at half-maximal effect; % is scaled to controls: 0 for no effect and ±100 for the full control effect; nearly all actives have a fitted effect of over 55% in size
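ATP formation by purified human PK-M2, quantified via coupled luciferase luminescence after 1 h at room temperature with 0.1 mM ADP and 0.5 mM PEP final.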
Menin-MLL TR inh: menin-MLL binding inhibition, Texas Red mutant peptide | Menin + Texas Red MLL mutant peptide, fluorescence polarization | O00255 | Potency, µM (series often up to 61.6 µM), for inactives: top-dose FP activity change, negative = inhibition, hits mostly inhibitors | hit rate 0.23% among 270,000; active = well fitted inhibition curve with a large enough effect in the polarisation, with a control signal flat, not every such curve was filed as active; inconclusive = small, poorly fitted or top-dose-only effect, or effect the other way, or a change in a side signal; inactive = no such curve, though single readings can be large or run the other way; the % refers to the polarisation; also: potency is read from the fitted curve at half-maximal effect; % of control where 0% means no effect; many of its hits are not listed in these tables
The depositor's hits bear a star; i = inactive; ? = inconclusive; . = no result given. Unless noted, calls follow the shape of the dose curve; as a rule, active = well fitted curve in the direction sought with a large enough effect; inconclusive = small, poorly fitted or top-dose-only effect, or another doubt; inactive = no such curve, though single readings can be large; an effect the other way counts as inactive or inconclusive. The list is partial; rates above refer to the full screens.

SMILES	BCR signal inh	USP2a inh	GALK inhibitor	hERG WT inh	TSHR antagonist	ASM inhibitor	MBNL1-CUG inh	Eya2 inh	Mito fusion act	PKM2 act	Menin-MLL TR inh
O=C(O)c1ccc(/C=N/NC(=S)NCCN2CCOCC2)cc1	3%	-1%	10%	-20	22	3%	?	?	-3%	.	-3%
C[C@H](NC(=O)c1nc[nH]c1C(=O)N1CCN(c2ccccc2)CC1)C(=O)OC(C)(C)C	-4%	0%	0%	1	11	-3%	-1%	7%	21%	-9%	.
c1csc(Cc2nn3c(-c4ccncc4)nnc3s2)c1	-1%	-1%	6%	4	-6	0%	?	19%	13%	9%	-6%
O=C(Nc1ccc(N2CCN(C(=O)c3ccccc3)CC2)c(Cl)c1)c1ccco1	?	2%	-1%	2	-24	-7%	-9%	5%	6%	-3%	14%
O=C(COC(=O)c1cccnc1Cl)NC1CCCc2ccccc21 (stereo unspecified)	-12%	11%	.	-7	.	3%	.	5%	.	.	.
COc1ccc(-c2cn[nH]c2-c2ccc(OCC(=O)NN)cc2O)cc1	-1%	3%	.	15	4	-1%	-1%	-24%	16%	.	-27%
O=[N+]([O-])c1cc(-c2nnc(C34CC5CC(CC(C5)C3)C4)o2)cc([N+](=O)[O-])c1	1%	-1%	3%	10	-10	3%	17%	-30%	0%	-1%	4%
O=C(O)c1cn(CCOc2ccccc2Cl)c2ccccc12	2%	1%	0%	0	-3	2%	-5%	0%	0%	0%	2%
O=C(CCS(=O)(=O)c1cc2c(cc1Cl)NC(=O)CO2)NCCc1ccccc1	3%	-1%	-4%	2	-8	-13%	-4%	10%	3%	.	.
CCC/C(O)=C1\C(=O)CC(C)(C)CC1=NCCO	-6%	-4%	2%	-11	9	1%	-8%	-8%	-6%	-4%	15%
Oc1ccc(N=Nc2ccc(Br)cc2)c(O)c1	?	-4%	0%	-24	18	4%	?	-25%	-10%	-2%	?
O=C(CSc1nnc(Cc2ccccc2)o1)Nc1cccc(F)c1	2%	1%	-2%	4	-3	-3%	-4%	-19%	-1%	-7%	.
O=c1c2sc3nc(N4CCOCC4)c4c(c3c2ncn1CCc1ccccc1)CCCC4	-1%	5%	-4%	1	11	-1%	-3%	5%	0%	7%	17%
O=C(Nc1ccccc1C(=O)O)c1ccc(Cl)c(S(=O)(=O)N2CCOCC2)c1	?	1%	2%	-5	2	1%	-1%	4%	-2%	-7%	29%
CCOC(=O)C1=C(O)/C(=C/c2ccccn2)SC1=Nc1ccc(Cl)cc1	-7%	3%	-2%	0	20	-25%	6%	-4%	16%	1%	0%
O=C(Nc1cccc2cccnc12)c1ccc2c(c1)OCCO2	6%	-1%	1%	-4	-7	2%	?	-19%	28%	-22%	?
O=C1CNC(=O)/C1=C/c1ccccc1	-3%	4%	3%	1	33	1%	-18%	-3%	2%	-16%	-5%
O=C(CN1C(=O)NC2(CCCCCC2)C1=O)Nc1ccc(Cl)cc1Cl	0%	0%	.	-2	9	-1%	.	2%	1%	.	.
CC(C)Nc1nnc(SC(C)C(=O)N(C)C2CCCCC2)s1 (stereo unspecified)	?	1%	.	1	-1	4%	.	-3%	3%	.	.
CC(C)CNC(=O)C(=O)NNC(=O)C1CCCCC1	-3%	-1%	-2%	-4	-3	0%	-6%	-2%	2%	-1%	-10%
CS(=O)(=O)Nc1cccc(C2=NN(S(=O)(=O)c3ccc(F)cc3)C(c3cccs3)C2)c1 (stereo unspecified)	?	-6%	-4%	1	0	-2%	-2%	2%	-2%	27%	-17%
Cc1cc(C)n2nc(C(=O)NC(c3ccccc3)c3ccccc3)nc2n1	-6%	0%	5%	-13	0	-4%	-1%	4%	-1%	1%	-2%
C/C(CC(=O)Nc1cc(C)ccn1)=N\NC(=O)C(=O)NC(C)C	16%	4%	-2%	0	-5	6%	7%	17%	4%	0%	-14%
N#CC1=C2N=C(N)c3ccccc3N2C2=C(C(=O)CCC2)C1c1ccccc1F (stereo unspecified)	-6%	0%	.	-2	-4	-6%	9%	2%	-1%	-4%	.
Cn1cc(CNCc2cn(C)nc2-c2ccc(C3CCCCC3)cc2)cn1	?	1%	-1%	27	0	-2%	9%	4%	12%	3%	-24%
CCN(CC)CCNC(=O)Cc1nn(Cc2ccccc2)c(=O)c2ccccc12	?	-2%	0%	58	6	-1%	-2%	1%	9%	-3%	-4%
O=C(c1cc(COc2cccc3cnccc23)on1)N1CCCC(CCCO)C1 (stereo unspecified)	4%	1%	-2%	2	?	6%	23%	-5%	-1%	-2%	-9%
CN(CC(=O)Nc1ccc(F)cc1)C(=O)c1ccccc1OCc1ccc(F)cc1	0%	2%	-1%	7	-12	2%	2%	-12%	1%	-5%	.
CC1(C)NC(=O)N(CC(=O)OCC(=O)N2CCN(S(=O)(=O)c3ccccc3)CC2)C1=O	6%	2%	.	-2	-1	-3%	.	14%	-4%	.	.
c1ccc2c(-c3nnc(SCc4cn5ccccc5n4)o3)c[nH]c2c1	?	0%	0%	1	16	-1%	4%	-20%	0%	0%	-11%
C[C@H](CO)N1C[C@H](C)[C@@H](CN(C)CC2CCCCC2)Oc2ccc(NS(C)(=O)=O)cc2C1=O	4%	0%	.	-2	7	1%	.	11%	.	.	.
CCc1nnc(NC(=O)CSc2nnc(COc3ccccc3C)o2)s1	-1%	2%	2%	-2	9	2%	-7%	11%	-6%	-2%	-2%
CCOc1ccc(S(=O)(=O)N2CCC(C(N)=O)CC2)c2ccccc12	-1%	-1%	2%	-4	-2	-3%	-5%	-2%	0%	-3%	-3%
Cc1cccc(N2CC(=O)N(c3cccc(C)c3)CC2=O)c1	-1%	2%	10%	-5	-2	1%	-10%	-5%	1%	-2%	-7%
O=C(Oc1ccccc1Cl)C1CCN(C(=O)c2ccc(F)cc2)CC1	6%	2%	.	-5	-6	1%	.	31%	-14%	.	.
Cn1ncc([N+](=O)[O-])c1C(=O)Nc1ccc(C2CCCCC2)cc1	-12%	1%	-7%	-7	-12	-1%	-2%	5%	10%	.	10%
COc1ccccc1CNC(=O)CNC(=O)Cn1cnc2ccccc2c1=O	0%	4%	-1%	-2	-1	0%	-6%	-2%	4%	-2%	1%
CCOc1ccccc1N1CCN(Cc2ccc(OC)c(OC)c2)CC1	6%	1%	2%	17	-12	-2%	-22%	6%	-7%	9%	-17%
Cc1cc(C)n2nc(SCCC(=O)NCc3ccccc3)nc2n1	0%	4%	2%	-1	-1	5%	2%	-3%	0%	0%	0%
COC(=O)c1ccccc1NC(=O)c1ccc(-c2ccc(Br)cc2)o1	?	0%	1%	3	10	4%	17%	19%	0%	-2%	-7%
CCOC(=O)C1=C(O)/C(=C\c2cccs2)N=C1C	0%	0%	2%	-2	-22	-1%	?	-5%	-5%	1%	-4%
O=C(NC(CO)C(=O)OCc1ccccc1)OCc1ccccc1 (stereo unspecified)	0%	0%	.	-3	-12	-1%	.	7%	3%	.	.
CC(C)NS(=O)(=O)c1ccc(CCC(=O)Nc2ccc3c(c2)OCO3)cc1	3%	3%	0%	-5	-1	4%	1%	1%	4%	-1%	1%
CC(=O)Nc1ccc2oc(-c3cc(F)c(F)cc3Cl)nc2c1	0%	2%	-2%	5	-13	5%	?	7%	6%	-2%	-20%
O=C(CNC(=O)OCc1ccccc1)Oc1ccc2ccc(=O)oc2c1	5%	2%	.	-6	-8	i	27%	5%	13%	.	-13%
Cc1cc(C)n(CCOC(=O)c2sc3ccccc3c2Cl)n1	-2%	4%	0%	12	3	-4%	13%	6%	5%	-2%	2%
CC(C)CN(C(=O)COC(=O)c1ccc2c(c1)NC(=O)CS2)C1CCS(=O)(=O)C1 (stereo unspecified)	?	0%	2%	6	-9	0%	-4%	0%	0%	3%	13%
O=C(N/N=C/c1ccccc1[N+](=O)[O-])c1cnccn1	?	2%	6%	1	1	0%	?	14%	-3%	-9%	.

Screening results from PubChem.
